Source: PubChem BioAssay (NCI)
Growth percent in the NCI-60 one-dose screen (48 h, 10 µM unless noted): 100 = growth as untreated, 0 = no growth, -100 = all killed.
PC-3 = PC-3 prostate cancer cells | 80,000 compounds, 3.9% hits
DU-145 = DU-145 prostate cancer. 81,000 compounds, 4.2% hits
SF-539 = SF-539 CNS cancer | 81,000 compounds, 6.8% hits
U251 = U251 CNS tumor cells | 80,000 compounds, 5.4% hits | AID 1794753
SF-268 = SF-268 CNS cancer cells; 82,000 compounds, 3.1% hits
OVCAR-8 = OVCAR-8 ovarian cancer; 81,000 compounds, 4.4% hits; AID 1794782
SF-295 = SF-295 CNS cancer cells; 79,000 compounds, 5.6% hits; AID 1794758
SNB-19 = SNB-19 CNS cancer cells | 81,000 compounds, 2.5% hits | AID 1794751
OVCAR-3 = OVCAR-3 ovarian cancer; 79,000 compounds, 7% hits; AID 1794787
Active calls of the source: *; . = no result given; & = joins results of further samples. The calls were made as follows: active = growth percent below 10; inactive = the rest.

Molecule	PC-3	DU-145	SF-539	U251	SF-268	OVCAR-8	SF-295	SNB-19	OVCAR-3
COc1cccc(C(=O)O)c1[N+](=O)[O-]	88	120	100	101	98	106	124	102	111
CCOc1ccc(NC(=S)N/C=C(/C#N)C(N)=O)cc1	98	.	97	98	101	102	99	108	105
N[C@@H](Cc1ccc(O)c(O)c1)C(=O)O	98	99	95	105	102	103	104	114	117
Cl.Fc1c[c-]c(-c2ccccn2)c(F)c1.[Pt].c1ccc([PH+](c2ccccc2)c2ccccc2[PH+](c2ccccc2)c2ccccc2)cc1	-87*	-99*	-94*	-88*	-72*	-44*	-91*	-95*	-96*
COc1ccc(C(=O)O)c(OC)c1	102	112	93	105	100	101	92	105	106
O=C(CCc1nnc2sc(-c3cc(O)c(O)c(O)c3)nn12)c1nc2ccccc2[nH]1	86	112	80	94	113	95	83	113	119
Nc1ccc(OCCCc2c(N)nc(N)nc2N)cc1	.	107	98	97	109	102	96	97	98
CCN(CC)c1ccc(/C=C/c2cc(-c3ccccc3)c3ccccc3n2)cc1	.	95	103	92	100	111	109	107	97
CCOC(=O)NC1CCCCC1	109	102	104	103	102	105	100	108	106
CC1=NC2=Nn3c(c4cnn(-c5ccccc5)c4n/c3=N\N)NN2C(c2ccccc2)=C1	90	105	95	99	96	101	91	98	90
CCCOc1ccc(C(N)=S)cc1	103	119	96	.	110	.	.	109	115
Cc1ccc(S(=O)(=O)O)c(C)c1Br	91	109	99	102	102	103	99	98	111
COc1ccc(/C=C/C(=O)c2ccc(NC(=O)/C(=C\c3ccc(OC)cc3)Sc3nc4ccccc4c(=O)n3-c3ccccc3)cc2)cc1	98	105	99	100	108	102	102	97	105
CC(C)(C)n1cc(-c2ccnc(NCCCNS(=O)(=O)c3ccccc3)n2)c(-c2ccc(F)c(O)c2)n1	69	92	102	101	98	103	115	106	119
COc1cc(-c2csc(Nc3cc(NCCCO)nc(C)n3)n2)cc(OC)c1OC	58	101	93	77	98	75	85	110	91
CC(=O)OC1CC2CCC1C2 (configuration not stated)	104	110	105	99	104	101	96	102	107
Cc1ccc(C(=O)N/N=C/c2ccccc2Cl)cn1	104	110	110	103	107	.	111	105	105
O=C1Nc2ccccc2/C1=N/N1C(=O)CN(C2CCCCC2)C1=S	80	64	88	77	90	75	87	88	70
O=C(Nc1ccc(OS(=O)(=O)c2ccc(F)cc2)cc1)c1ccc(Cl)cc1	92	107	108	100	101	.	105	99	102
O=C(c1ccc(Cl)cc1)C1[C@H](c2ccc(Br)cc2)[C@@H](c2ccccc2)NC12C(=O)Nc1ccccc12 (some centres not stated)	5.2*	12	-58*	-6.2*	12	7.7*	-55*	16	-30*
ClCc1cccc(CSc2ncnc3c2ncn3Cc2cccc(CCl)c2)c1	50	50	58	-70*	17	-16*	92	46	28
CC(Cl)CCN1CCCCC1 (configuration not stated)	99	107	107	97	109	107	.	107	110
NC(=O)c1cc(Br)ccc1O	87	119	101	97	109	96	112	108	109
S=C(N/N=C/c1cccc2ccccc12)N/N=C/c1cccc2ccccc12	97	109	109	98	105	98	96	97	106
CCCCNC(=O)Oc1ccc(/C(=C(/CC)Cc2ccccc2)c2ccc(OCCN3CCCCCC3)cc2)cc1	40	50	-30*	26	61	14	92	45	72
Cc1ccc(-c2cc(C(=O)Nc3ccc(S(=O)(=O)Nc4onc(C)c4C)cc3)[nH]n2)c(O)c1	98	109	96	98	97	99	102	97	104
O=C1N/C(=N/N=C(c2ccccc2)c2ccccc2)S/C1=C\c1ccc([N+](=O)[O-])cc1	81	104	98	87	101	86	100	94	95
COc1cc2nc(Sc3nnc(N)s3)n(-c3ccc(Oc4ccccc4)cc3)c(=O)c2cc1OC	77	99	93	93	104	98	93	111	97
Cc1c(-c2nnc(/C=C/c3ccccc3)o2)nnn1-c1ccc([N+](=O)[O-])cc1	102	119	107	94	109	96	101	95	114
CC1(c2ccc(Cl)cc2)N=C(N)Nc2nc3ccccc3n21 (configuration not stated)	97	118	106	103	105	107	103	104	142
COc1cc(-c2cc(-c3ccc([N+](=O)[O-])cc3)nc3nc(NN)[nH]c(=O)c23)cc(OC)c1OC	103	116	100	103	100	106	100	96	111
NCC1CCCCC1CC(=O)O (configuration not stated)	107	.	99	80	101	102	113	101	114
CCOC(=O)/C(C)=N/Nc1ccccc1	88	113	92	94	104	95	.	100	105
CS(=O)(=O)c1ccc(C(=O)N/N=C/c2ccc(F)cc2)cc1	90	107	107	96	104	106	99	96	105
O=C(NNC(=O)c1cccc(Cl)c1)c1ccccc1	91	110	107	100	108	106	106	119	115
CC(=O)Oc1cccc(OC(C)=O)c1	74	99	99	97	101	.	106	107	86
CCC1(C2=CCCCC2)C(=O)NC(=S)N=C1N (configuration not stated)	99	120	98	105	95	106	102	99	123
Cc1nnc(/N=C2\NC(=O)CS2)s1	99	103	94	99	110	103	90	106	101
COc1ccc2nc(C)cc(-n3cc(Cn4nc(-c5ccc(C)cc5)c5c(N)ncnc54)nn3)c2c1	51	59	83	79	53	70	79	66	78
COC(=O)c1nnn(-c2cccc(C(F)(F)F)c2)c1N	84	98	92	95	86	96	96	.	101
Cc1oc(-c2ccc(Cl)cc2)nc1/C=C/C(=O)c1ccc(Br)cc1	70	98	66	76	93	86	96	73	71
CC(=O)c1c(C)[nH]c(-c2nc3ccc(N4CCN(C)CC4)cc3[nH]2)c1-c1ccc(OCC2CCOCC2)cc1	40	63	40	48	54	38	43	43	31
O=S(=O)(O)c1ccc(N=Nc2ccc(O)cc2O)cc1	109	112	94	99	98	82	82	105	104
COc1cc(NCC(=O)Nc2cc(Nc3cccc(C(F)(F)F)c3)ncn2)c(Cl)c(OC)c1Cl	82	97	101	92	99	94	75	100	95
CCC(O)c1ccccc1 (configuration not stated)	102&116	118&120	105&89	102&102	113&113	96&101	115&95	103&110	109&112
Brc1nsc(SSc2nc(Br)ns2)n1	99	118	99	110	110	102	110	102	111
CCCCOC(=O)N1CCCCC1CCC (configuration not stated)	97	114	101	88	108	99	103	96	120
O=c1cc(CF)[nH]c(=O)[nH]1	91	107	97	93	96	95	104	96	106
Nc1nc(=S)c2ncn(C3OC(COC(=O)c4ccc(Cl)cc4)C(OC(=O)c4ccc(Cl)cc4)C3OC(=O)c3ccc(Cl)cc3)c2[nH]1 (configuration not stated)	85	105	90	38	90	129	114	87	81
Cn1cnc2nc[nH]c2c1=N	97	113	109	113	99	103	105	94	96
C#CCN1c2cccc3cccc(c23)N(CC#C)C1c1cn(-c2ccccc2)nc1-c1cccc([N+](=O)[O-])c1	85	104	98	98	92	97	97	92	92
COc1nc(N)nc(-n2c(-c3ccc([N+](=O)[O-])cc3)nc3ccccc32)c1NCc1ccc([N+](=O)[O-])cc1	87	107	112	99	93	95	104	104	100
O=C1c2ccccc2C(=O)c2cc(Cn3c[n+](Cc4ccc5c(c4)C(=O)c4ccccc4C5=O)c4ccccc43)ccc21	84	105	98	103	99	101	102	92	94
CC(C)CCNC(=O)N/C(N)=N/c1nc2ccccc2s1	63	66	57	67	72	71	45	58	80
COC1C(C)(C)C1(Br)Br (configuration not stated)	96	110	94	103	107	101	100	107	106
CCCCN(CCCC)CCCn1c(=O)c2sc3ncccc3c2n2nnc(-c3ccccc3)c12	91	114	100	95	112	96	.	101	120
CC(=O)Nc1c(Cl)cc2c(c1Cl)C(=O)c1ccccc1-2	101	118	95	107	121	110	105	105	134
CC(C)(C)c1ccc(COc2ccc(/C=C3/C(=O)Nc4cc(Cl)ccc43)cc2)cc1	96	102	94	109	113	103	106	107	110
CCC(C#N)NC1CCN(Cc2ccccc2)CC1 (configuration not stated)	105	116	101	103	101	97	109	111	119
COc1ccc(C(=O)c2sc3nc4c(c(-c5cccnc5)c3c2N)CCCC4)cc1OC	.	91	73	70	65	85	93	71	90

Of the compounds above, 4 have a COOH group:
Molecule	PC-3	DU-145	SF-539	U251	SF-268	OVCAR-8	SF-295	SNB-19	OVCAR-3
COc1cccc(C(=O)O)c1[N+](=O)[O-]	88	120	100	101	98	106	124	102	111
N[C@@H](Cc1ccc(O)c(O)c1)C(=O)O	98	99	95	105	102	103	104	114	117
COc1ccc(C(=O)O)c(OC)c1	102	112	93	105	100	101	92	105	106
NCC1CCCCC1CC(=O)O (configuration not stated)	107	.	99	80	101	102	113	101	114

3 compounds out of the list, ordered by SMILES length, high to low:
Molecule	PC-3	DU-145	SF-539	U251	SF-268	OVCAR-8	SF-295	SNB-19	OVCAR-3
Nc1nc(=S)c2ncn(C3OC(COC(=O)c4ccc(Cl)cc4)C(OC(=O)c4ccc(Cl)cc4)C3OC(=O)c3ccc(Cl)cc3)c2[nH]1 (configuration not stated)	85	105	90	38	90	129	114	87	81
CC(C)(C)c1ccc(COc2ccc(/C=C3/C(=O)Nc4cc(Cl)ccc43)cc2)cc1	96	102	94	109	113	103	106	107	110
CC(=O)Nc1c(Cl)cc2c(c1Cl)C(=O)c1ccccc1-2	101	118	95	107	121	110	105	105	134

Further records follow:
Molecule	PC-3	DU-145	SF-539	U251	SF-268	OVCAR-8	SF-295	SNB-19	OVCAR-3
Cn1c(=O)c2c(ncn2Cc2ccc(Sc3nc(-c4ccc(F)cc4)c(C#N)c(=O)[nH]3)cc2)n(C)c1=O	92	106	98	.	92	97	99	96	115
CCN(CCO)C(=O)c1cc([N+](=O)[O-])cc([N+](=O)[O-])c1	93	111	102	87	102	100	104	100	110
C=CC(C)(C)[C@@]1(C[C@@H]2NC(=O)[C@@H]3CCCN3C2=O)C(=O)Nc2c1ccc1c2C=CC(C)(C)O1	95	108	104	99	101	98	109	95	108
CCOC(=O)c1nc2c3ccccc3ccn2c1C(=O)c1ccc(Br)cc1	89	100	104	101	109	107	89	95	100
BrC1C2CCC(C2)C1Br (configuration not stated)	99	106	111	.	104	105	97	98	109
Cc1cc(S(N)(=O)=O)c(N)c(S(N)(=O)=O)c1	97	111	.	106	107	100	111	99	113
O=C1C(Cl)=C(Oc2cccc3cccnc23)C(=O)c2ccccc21	77	96	101	102	90	94	93	101	80
Nc1ccc(C2=NN(C(=O)c3cc(-c4ccc(Cl)cc4)nc4ccccc34)C(c3ccccc3)C2)cc1 (configuration not stated)	27	33	15	40	57	37	13	34	3.6*
O=[N+]([O-])c1ccc(N/N=C(\Oc2ccccc2)c2ccc([N+](=O)[O-])cc2)cc1	75	102	80	77	81	89	93	111	100
CC(C)CCC(NS(=O)(=O)c1cc(I)c(N)c(I)c1)C(=O)O (configuration not stated)	90	108	99	97	103	100	102	110	109
Cc1ccc(NS(=O)(=O)c2ccc(N)cc2)cc1NS(=O)(=O)c1ccc(N)cc1	90	114	.	101	101	96	97	100	104
CNc1nc(C)nc(NC)n1	100	106	99	98	100	99	107	108	104
CCOC(=O)C(C#N)C1CCCCC1 (configuration not stated)	81	104	122	94	91	103	93	.	97
c1ccc(CNc2ccccn2)cc1	96	108	101	97	99	107	104	104	116
Fc1ccc(-c2cc3nc(C(Cl)Cl)nc(-c4ccco4)n3n2)cc1	-19*	-48*	-43*	-9.4*	3.1*	10	-9.7*	0.6*	-47*
O=C(Nc1ccc(-n2cc(-c3ccncc3)c(-c3ccc(Cl)c(O)c3)n2)cc1)Nc1cc(C(F)(F)F)cc(C(F)(F)F)c1	4.6*	36	30	16	26	18	-5.6*	27	17
O=C1NN(C(=O)c2ccc(Cl)cc2)C(c2ccccc2)=N/C1=C\c1ccc(F)cc1	81	112	85	40	105	87	73	79	99
CC(CCC(=O)O)(c1ccc(O)cc1)c1ccc(O)cc1	106	106	101	102	94	104	98	98	102
Oc1ccccc1CN1CCN(C(c2ccccc2)c2ccccc2)CC1	103	100	111	102	100	102	98	104	102
COc1ccc(S(=O)(=O)NCCCNc2nccc(-c3c(-c4cccc(N)c4)nc4sccn34)n2)cc1	81	92	101	106	88	93	102	110	95
COc1ccc(-c2nc(S(=O)(=O)c3ccc(C)cc3)c(S(=O)(=O)CC(=O)N(C)Cc3ccccc3)o2)cc1	64	35	37	24	65	29	78	72	1.3*
COC(=O)CCC(=O)c1ccc2cc(OC)ccc2c1	106	97	92	105	99	114	99	111	100
CCCCOc1ccc(S(=O)(=O)N2CCN(c3nccc(N4CCOCC4)n3)CC2)cc1	41	20	65	27	13	50	-40*	71	105
C=CCc1ccc(O)c(OC)c1	96&88	116&118	117&106	106&100	111&106	100&109	113&99	106&99	114&112
COc1ccc2c(c1)O/C(=C/c1ccc(OCC(=O)Nc3ccc(S(N)(=O)=O)cc3)cc1)C2=O	91	101	98	98	95	99	106	92	104
Cc1cc(C)c(O)c(Br)c1	92	117	104	100	108	99	.	104	125
Cc1cc2c(cc1Cl)ncn2C	103	102	100	.	102	.	94	99	106
O=C1C=CC(=O)N1c1ccc2c(c1)Cc1cc(Cl)ccc1-2	86	111	104	91	100	94	101	98	105
CSCCCNC(=O)c1ccc2c(c1)/C(=C/c1[nH]c(C)cc1C)C(=O)N2	11	28	13	44	32	33	29	61	45
